LMNA splice mod = LMNA splicing modulation; AID 1487; hit rate 0.01% among 200,000; HeLa LMNA splicing GFP/RFP minigene ratio, 48 h; Potency, µM (titrated, usually from 46.1 µM), without a hit: top-dose ratio change, negative = inhibition, hits mostly inhibitors; active = well fitted inhibition curve with a large enough effect in the signal ratio, with a control signal flat, not every such curve was filed as active; inconclusive = small, poorly fitted or top-dose-only effect, or effect the other way, or a change in a side signal; the % refers to the signal ratio
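S3 HeLa cells stably expressing lamin A-EGFP splicing minigene plus DsRed2, 600 cells/well, 48 h compound exposure at 37C. Laser-scanning cytometry; analysed as GFP (500-530 nm)/RFP (575-640 nm) total intensity ratio; 0.5% DMSO vehicle.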
The depositor's hits bear a star; ? = inconclusive; [ ] = dose if it differs, or a comment. % is set by controls: 0 for no effect and ±100 for the full control effect; potency is the fitted concentration of half-maximal effect.

SMILES | LMNA splice mod
Cn1c(=O)[nH]c2cc(-c3noc(-c4ccc(F)cc4)n3)ccc21 | 6.9%[46 µM]
COc1ccc(-c2cccc(NS(=O)(=O)c3cc(C)ccc3OC)c2)nn1 | ?
Fc1ccc(CSc2nc(NCc3ccccc3)c3ccccc3n2)cc1 | -29.4%[46 µM]
Cc1cccc(NC(=O)Cn2c(=O)n(-c3ccccc3Cl)c(=O)c3c(C)c(C(=O)N(C)C)sc32)c1 | -5.4%[46 µM]
Cc1cccc(N2CCN(C(=O)CN3CCSc4ccccc43)CC2C)c1 (stereo not given) | -7.8%[46 µM]
CCOC(=O)c1cc(S(=O)(=O)Nc2ccccc2OCC)[nH]n1 | -16.8%[46 µM]
Cc1cccc(NC(=O)C(=O)NCCc2csc(-c3ccc(C(F)(F)F)cc3)n2)c1C | ?
O=C(CSc1nccn1-c1ccc(F)cc1)Nc1ccc(OC(F)(F)F)cc1 | 13.1%[46 µM]
COc1cccc(NC(=O)CSc2nc3c([nH]c4ccccc43)c(=O)n2-c2cccc(Cl)c2)c1 | -7.1%[46 µM]
Cc1cccc(Cn2c(=O)n(CC3CCC(C(=O)NC(C)C)CC3)c(=O)c3sccc32)c1 (stereo not given) | 19.4%[46 µM]

New compounds follow:
SMILES | LMNA splice mod
Cc1ccc(NC(=O)CSc2nccn2C2CCCC2)cc1Cl | -5.5%[46 µM]
COc1cc(NS(=O)(=O)c2ccc3[nH]c4c(c3c2)CCCCCC4)cc(OC)c1 | ?
COc1ccc(Cl)cc1Nc1ncnc2c1c(-c1ccccc1)cn2-c1ccccc1 | 1.6%[46 µM]
CCN1CCN(C(=O)c2ccc3c(c2)N(Cc2cccc(Cl)c2)C(=O)c2ccccc2S3=O)CC1 (stereo not given) | ?
CC(=O)c1ccc(NC(=O)CSc2nccn2Cc2ccco2)cc1 | 3.8%[46 µM]
COc1ccc(-c2cn3nc(N4CCCC(C(=O)NCc5ccc(Cl)cc5)C4)sc3n2)cc1 (stereo not given) | ?
CCOc1ccc(S(=O)(=O)Nc2cccc(-c3ccc(N4CCCC4)nn3)c2)cc1 | -18.9%[46 µM]
CCOc1ccc(NC(=O)c2ncoc2-c2ccco2)cc1 | ?
COc1ccc(NC(=O)C2CCCN(S(=O)(=O)c3ccc4c(c3)CCCN4C(C)=O)C2)cc1 (stereo not given) | ?
CC(=O)OCc1cc(=O)n2nc(C3CCCCC3)sc2n1 | 6.8%[46 µM]

Remaining list, next part
SMILES | LMNA splice mod
NC(=O)c1c(NC(=O)CS(=O)(=O)c2ccc(Cl)cc2)sc2c1CCCC2 | ?
O=C(CSc1n[nH]c(-c2ccc(F)cc2)n1)N1CCN(c2ccc(F)cc2)CC1 | ?
CCCCNC(=O)CCCN1C(=O)CCn2nc(-c3cccn3C)cc21 | -18.3%[46 µM]
COC(=O)C1CCN(C(c2ccccc2)c2sc3nc(-c4ccco4)nn3c2O)CC1 (stereo not given) | -11.3%[46 µM]
CC(C)CCNC(=O)c1ccc2nc(Cc3ccccc3)oc2c1 | -10.3%[46 µM]
COc1ccc(NC(=O)C2CCCN(S(=O)(=O)c3cn(C)cn3)C2)cc1Cl (stereo not given) | -0.3%[46 µM]
COC(=O)c1ccccc1NC(=O)N1CCc2c(sc3c2CCCC3)C1c1ccc(F)cc1 (stereo not given) | ?
CC(C)c1nn2c(=O)cc(COC(=O)c3ccc(NC(=O)c4cccs4)cc3)nc2s1 | -7.2%[46 µM]
CCOc1ccccc1NC(=O)c1cc2c(=O)n(Cc3cccnc3)ccc2nc1C | 1.5%[46 µM]
Cc1ccc(NC(=O)CSc2nc(C3CCCC3)nc3c2c(=O)n(C)c(=O)n3C)c(C)c1 | ?

Next part.
SMILES | LMNA splice mod
Cc1ccc(-n2nc(C(=O)N3CCN(c4cccc(C(F)(F)F)c4)CC3)c(=O)n(C)c2=O)cc1 | -3.3%[46 µM]
COc1ccc(CCNC(=O)c2c(C)oc3ncn(CC(C)C)c(=O)c23)cc1OC | -22.4%[46 µM]
O=C(OCc1cc(=O)n2nc(C3CC3)sc2n1)c1ccc(NC(=O)c2ccccc2F)cc1 | 2.3%[46 µM]
Cc1ccc(NC(=O)c2ccc(F)c(S(=O)(=O)NCCc3ccccc3)c2)cc1F | -17.4%[46 µM]
Cc1ccc(CCNC(=O)c2c3c(nc4ccccc24)C(=O)N(C2CCCCC2)C3)cc1 | -7.0%[46 µM]
COc1ccc(-c2nnc(SCC(=O)Nc3ccc(C(C)C)cc3)nc2-c2ccc(OC)c(OC)c2)cc1OC | 24.1%[46 µM]
O=C(NCc1ccc(Cl)cc1)C1(c2cccs2)CCOCC1 | -3.9%[46 µM]
CCOCCCNC(=O)Nc1cc(C(=O)NCc2ccc(C(C)C)cc2)ccc1N1CCCC1 | ?
Cc1cccc(C(=O)Nc2ccc(C(=O)OCc3cc(=O)n4c(C)csc4n3)cc2)c1 | ?
CCN1CCN(C(c2ccccc2Cl)c2sc3nc(-c4ccco4)nn3c2O)CC1 (stereo not given) | ?

Next section
SMILES | LMNA splice mod
Cn1c(SCC(=O)Nc2ccccc2F)nc2c([nH]c3ccccc32)c1=O | ?
Cc1noc2ncnc(Nc3ccc(F)cc3)c12 | 6.7%[46 µM]
CCC(C)NC(=O)C1CCC(CNS(=O)(=O)c2ccc(Cl)cc2)CC1 (stereo not given) | -2.7%[46 µM]
COCCNC(=O)c1ccc(NC(=O)N2CCCCc3ccccc32)cc1 | -14.2%[46 µM]
CCc1ccc(-n2c(SCc3ccccc3Cl)nc3[nH]ncc3c2=O)cc1 | ?
COc1ccc(CCNC(=O)C2c3ccccc3C(=O)N2Cc2ccccc2)cc1OC (stereo not given) | 11.6%[46 µM]
CCCCC(=O)NCc1nc2cccnc2n1Cc1ccc(OC)cc1 | ?
O=C(Nc1cc(-c2cccc(Cl)c2)nn1-c1ccccc1)c1ccccc1F | 13.5%[46 µM]
COc1ccc(C2C(=O)N(C3CCCCC3)CC(=O)N2CCc2ccc(OC)c(OC)c2)cc1 (stereo not given) | 5.9%[46 µM]
CN(C)c1ccc(C(CNC(=O)c2ccccc2F)N2CCc3ccccc32)cc1 (stereo not given) | ?

The list continues:
SMILES | LMNA splice mod
CC(=O)Nc1ccc(NC(=O)C2CCN(S(=O)(=O)c3ccc4c(c3)CCCC(=O)N4)CC2)cc1 | ?
CCCN1CCN(c2ncnc3sc(C(=O)Nc4cccc(Cl)c4C)c(C)c23)CC1 | ?
Cc1ccc(NS(=O)(=O)c2c(C(=O)N3CCC(C)CC3)c(C)n(C)c2C)cc1Cl | ?
O=C(CN1C(=O)CCc2cc(Br)ccc21)Nc1ccc(OC(F)(F)F)cc1 | ?
O=C1CS(=O)(=O)C2(C(=O)N(Cc3ccc(F)cc3)c3ccccc32)N1c1cccc(C(F)(F)F)c1 (stereo not given) | ?
CNC(=O)C1CCC(Cn2c(=O)c3sccc3n(CC(=O)Nc3ccc(C)c(F)c3)c2=O)CC1 (stereo not given) | 12.2%[46 µM]
COc1cccc(CNc2sc3c(c2C(=O)Nc2ccc(OC)cc2OC)CCC3)c1 | -2.9%[46 µM]
CCc1ccc(NC(=O)c2ccc3oc(=O)n(Cc4ccccc4)c3c2)cc1 | -9.3%[46 µM]
COc1ccccc1OCCn1c(NC(=O)c2ccccc2)nc2ccccc21 | -12.4%[46 µM]
CCc1cccc(C)c1NC(=O)C1CCN(S(=O)(=O)c2c(C)noc2/C=C/c2c(C)cc(C)cc2C)CC1 | 12.6%[46 µM]

Two entries drawn at random from the list so far, as already listed:
SMILES | LMNA splice mod
COc1ccccc1OCCn1c(NC(=O)c2ccccc2)nc2ccccc21 | -12.4%[46 µM]
Cc1ccc(NS(=O)(=O)c2c(C(=O)N3CCC(C)CC3)c(C)n(C)c2C)cc1Cl | ?

(continued)
SMILES | LMNA splice mod
COc1ccc(-n2c(SCC(=O)c3ccc(Cl)cc3)nc3c([nH]c4ccccc43)c2=O)cc1 | -10.5%[46 µM]
Cc1ccc(C(=O)NCC(c2ccc3c(c2)OCO3)N2CCOCC2)cc1C (stereo not given) | -9.5%[46 µM]
Cc1ccccc1NC(=O)Cn1nc(-c2ccccc2)nc(Cc2ccccc2)c1=O | 15.8%[46 µM]
COc1ccc(NC(=O)CSc2nnc(NC(=O)Nc3ccccc3)s2)cc1OC | 24.1%[46 µM]
O=c1cc(-c2ccccc2)n2c(SCc3cccc([N+](=O)[O-])c3)nnc2[nH]1 | 25.7%[46 µM]
CCOc1ccccc1NC(=O)COc1cccc2c(=O)n(CCOC)ccc12 | -6.6%[46 µM]
COc1ccc(CNC(=O)C2CCN(c3nc4ccc(C)cc4[nH]3)CC2)cc1 | -16.3%[46 µM]
O=C(O)Cn1nnc(-c2ccc(OCc3cccc(C(F)(F)F)c3)cc2)n1 | 0.7%[46 µM]
CC(=O)c1ccc(NC(=O)c2nc3ccccc3nc2N2CCCCC2)cc1 | -16.7%[46 µM]
CCC(Sc1nnc(-c2ccc(OC)cc2)c(-c2ccc(OC)cc2)n1)C(=O)NC1CCCCC1 (stereo not given) | ?
O=C(NCc1ccccc1)C(=O)NCC(c1cccs1)S(=O)(=O)c1ccccc1 (stereo not given) | 15.7%[46 µM]
COC(=O)c1sccc1S(=O)(=O)N(CC(=O)Nc1ccccc1C)c1ccc(Cl)cc1 | -10.4%[46 µM]

Compounds listed so far that have an NH in an aromatic ring:
SMILES | LMNA splice mod
Cn1c(=O)[nH]c2cc(-c3noc(-c4ccc(F)cc4)n3)ccc21 | 6.9%[46 µM]
CCOC(=O)c1cc(S(=O)(=O)Nc2ccccc2OCC)[nH]n1 | -16.8%[46 µM]
COc1cccc(NC(=O)CSc2nc3c([nH]c4ccccc43)c(=O)n2-c2cccc(Cl)c2)c1 | -7.1%[46 µM]
COc1cc(NS(=O)(=O)c2ccc3[nH]c4c(c3c2)CCCCCC4)cc(OC)c1 | ?
O=C(CSc1n[nH]c(-c2ccc(F)cc2)n1)N1CCN(c2ccc(F)cc2)CC1 | ?
Cn1c(SCC(=O)Nc2ccccc2F)nc2c([nH]c3ccccc32)c1=O | ?
CCc1ccc(-n2c(SCc3ccccc3Cl)nc3[nH]ncc3c2=O)cc1 | ?
COc1ccc(-n2c(SCC(=O)c3ccc(Cl)cc3)nc3c([nH]c4ccccc43)c2=O)cc1 | -10.5%[46 µM]
O=c1cc(-c2ccccc2)n2c(SCc3cccc([N+](=O)[O-])c3)nnc2[nH]1 | 25.7%[46 µM]
COc1ccc(CNC(=O)C2CCN(c3nc4ccc(C)cc4[nH]3)CC2)cc1 | -16.3%[46 µM]

Compound activity from PubChem.

A portion of the library; count on the stated rates, not on these rows.
